Screening data (PubChem BioAssay)
CCT chaperon mod – modulators of cytosolic chaperonin (CCT/TRiC) activity. AID 651819. 360,000 compounds, 0.3% hits. purified chaperonin ATPase assay, HTRF ADP detection, 30 min. activity change, % (no concentration beside the values), hits read low; in the data active = activity change below about -30%; note: % is set by controls: 0 for no effect and ±100 for the full control effect
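We incubate TRiC, 40 or 20 nM final, with library compounds at 76 uM and 10 uM ATP for 30 min at 37 °C. ADP formed is detected with Transcreener HTRF reagents after 30 min at room temperature.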
EPAC2 antagonist – antagonists of human EPAC2; Q8WZA2; EPAC2 GEF exchange of Rap1B-BODIPY-GDP, fluorescence; Potency, µM (doses to about 114 µM), without a hit: at the highest dose activity, negative = inhibition, actives largely listed as inhibitors; 360,000 compounds, 0.18% hits; note: potency is the fitted concentration of half-maximal effect; % is set by controls: 0 for no effect and ±100 for the full control effect; nearly all actives have a fitted effect of over 45% in size; many of its hits are not listed in these tables
EPAC2 ag – activates human EPAC2 exchange factor; EPAC2 activation, biochemical qHTS; response scale: 100% = 6.5 mM cAMP response; 360,000 compounds, 0.079% hits; Q8WZA2; AID 720711; Potency, µM (highest dose often 154 µM), inactives show at the top dose activation, hits mostly activators; note: potency is the fitted concentration of half-maximal effect; nearly all actives have a fitted effect of over 50% in size
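Readout is BODIPY fluorescence (480 nm excitation, 540 nm emission), which falls as labeled GDP is exchanged off Rap1B. EPAC2 at 100 nM acted on 250 nM RAP1B-BODIPY-GDP with 50 uM GDP present.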
Mm-Cpn inhibitor – M. maripaludis TRiC chaperonin inhibition | purified Mm-Cpn ATPase, ADP Transcreener TR-FRET | Potency, µM (titrated, usually from 76.9 µM), inactives show at the highest dose activity, negative = inhibition, usual class: inhibitors | 330,000 compounds, 0.031% hits | AID 504842; note: potency is the fitted concentration of half-maximal effect; % is set by controls: 0 for no effect and ±100 for the full control effect; nearly all actives have a fitted effect of over 80% in size
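TR-FRET (320 nm excitation; 590 and 665 nm emission) reports ADP made from 10 uM ATP by 25 nM enzyme; compounds were preincubated 10 min, reaction run 30 min, both at 37°C.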
pAkt inh – inhibitors of Akt phosphorylation. Neuro2A IGF-stimulated pAkt S473 HTRF, 20 min; active compounds read low. activity change, % for hits at 50 µM. 360,000 compounds, 0.32% hits. AID 651550; in the data active = activity change below about -80%; inconclusive = mostly about -51% to -80%; note: % is set by controls: 0 for no effect and ±100 for the full control effect
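Single-point screen (50 µM final compound) in Neuro2A cells stimulated 20 min with 6 nM IGF at 37 deg C. After lysis, Ser473-phosphorylated Akt read by HTRF (ex 330 nm, em 615/665 nm) as the 665/615 ratio.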
D3 antag – blocks the human D3 dopamine receptor | P35462 | AID 652054 | D3R cells, DiscoveRx beta-arrestin luminescence, antagonist mode; active compounds read low | max response, negative = inhibition, % | 360,000 compounds, 2.5% hits; in the data active = max response below about -50%; inconclusive = no clear call, values can overlap the other calls; note: % is set by controls: 0 for no effect and ±100 for the full control effect; mostly tested at two doses, the higher about 12 µM
Target sequence (P35462 whole entry, looked up): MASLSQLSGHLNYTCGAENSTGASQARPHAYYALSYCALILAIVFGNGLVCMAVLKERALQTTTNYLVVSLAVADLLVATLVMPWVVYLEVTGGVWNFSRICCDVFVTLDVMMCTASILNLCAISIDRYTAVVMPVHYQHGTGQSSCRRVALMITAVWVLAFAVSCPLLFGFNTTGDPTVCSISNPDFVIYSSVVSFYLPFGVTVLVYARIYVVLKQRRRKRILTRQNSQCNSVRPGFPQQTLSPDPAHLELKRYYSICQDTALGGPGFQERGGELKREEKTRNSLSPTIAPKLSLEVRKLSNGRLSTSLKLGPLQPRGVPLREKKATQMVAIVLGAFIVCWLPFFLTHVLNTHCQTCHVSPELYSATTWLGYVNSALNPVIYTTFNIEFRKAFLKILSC
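Cells expressing the human receptor were seeded at 1500 cells/well, incubated overnight at 37 degrees C in 5% CO2, then exposed to library compounds with dopamine controls for 90 minutes at 37 degrees C before luminescent detection.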
D3 ag – agonists of human D3 dopamine receptor; P35462; 410,000 compounds, 0.58% hits; D3R DiscoveRx beta-arrestin cells, luminescence, 90 min; AID 652048; max activation, %; in the data active = max activation above about 30%; note: 0% is about no effect; mostly tested at two doses, the higher about 12 µM
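Agonist-mode cell screen: cells plated at 1500/well and incubated overnight at 37 °C, then exposed to library compounds for 90 min at 37 °C. Detection reagent was added for 30–60 min at room temperature, and luminescence was read.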
PTHR1 ag – PTHR1 (human) receptor agonism | Q03431 | HEK293 GP2 PTHR1 cells, GloSensor cAMP luminescence, 1 h | Potency, µM (top dose mostly 115 µM), for inactives: at the highest dose activation, usual class: activators | 410,000 compounds, 0.075% hits | AID 743266; note: potency is the fitted concentration of half-maximal effect; nearly all actives have a fitted effect of over 55% in size; some results filed as inactive show a strong effect at the top dose; inactives centre near -15; many of its hits are not listed in these tables
Target sequence (Q03431 whole entry, looked up): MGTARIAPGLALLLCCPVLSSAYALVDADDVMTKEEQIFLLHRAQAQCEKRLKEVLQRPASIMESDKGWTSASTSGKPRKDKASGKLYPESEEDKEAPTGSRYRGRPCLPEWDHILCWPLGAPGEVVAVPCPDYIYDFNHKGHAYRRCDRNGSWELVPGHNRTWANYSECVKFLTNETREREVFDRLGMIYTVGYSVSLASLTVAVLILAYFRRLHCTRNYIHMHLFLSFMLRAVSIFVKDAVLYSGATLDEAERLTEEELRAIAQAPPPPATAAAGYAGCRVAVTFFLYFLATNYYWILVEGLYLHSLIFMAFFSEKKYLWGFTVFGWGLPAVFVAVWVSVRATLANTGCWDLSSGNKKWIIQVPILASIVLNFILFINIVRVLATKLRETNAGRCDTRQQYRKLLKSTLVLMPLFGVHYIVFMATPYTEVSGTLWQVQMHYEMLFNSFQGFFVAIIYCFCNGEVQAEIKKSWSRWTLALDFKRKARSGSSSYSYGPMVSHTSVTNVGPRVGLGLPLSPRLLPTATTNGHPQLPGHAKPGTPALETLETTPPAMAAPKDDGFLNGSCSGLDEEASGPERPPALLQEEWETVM
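HEK-293-derived GP2 cells expressing PTHR1 and a GloSensor cAMP reporter, 3,000/well, plated overnight, given luciferin plus IBMX (each 0.5 mM as added) for 1 h at 37 °C, then compound for 1 h at 37 °C. Luminescence was read after 15 min at room temperature.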
* marks the source's active call; other numbers are inactive results; i = inactive; u = inconclusive; x = no result given; [ ] = another dose, or the depositor's remark. Unless noted, calls come from the whole dose curve; as a rule, active = well fitted curve in the direction sought with a large enough effect; inconclusive = small, poorly fitted or top-dose-only effect, or another doubt; inactive = no such curve, though single readings can be large; an effect the other way counts as inactive or inconclusive. Some of the compounds tested. The share of hits here may be higher or lower than overall.

| Structure | D3 ag | CCT chaperon mod | pAkt inh | PTHR1 ag | D3 antag | EPAC2 antagonist | EPAC2 ag | Mm-Cpn inhibitor |
| --- | --- | --- | --- | --- | --- | --- | --- | --- |
| CCOC(=O)COc1ccc(S(=O)(=O)N2CCN(c3ccc(F)cc3)CC2)cc1 | 2 | -23 | i | -23% | -24 | 1% | 1% | -2% |
| CCc1ccc(NC(=O)CSCCO)cc1 | -5 | -1.4 | i | i | -6 | -1% | 4% | 0% |
| CCc1ccccc1NC(=O)c1cc(=O)c2ccccc2o1 | 2 | -1.3 | i | i | 13 | 1%[57.1 µM] | 14% | 0% |
| CC(NCC(O)COc1ccc(Br)cc1)c1ccccc1 (stereo not drawn) | -17 | -1.5 | i | -9% | -11 | 2% | 3% | 0% |
| Cc1cccc(N(CC(=O)NC2CCCC2)C(=O)c2c(C)noc2C)c1 | -5 | -1.8 | i | -9% | -20 | -3% | 10% | 0% |
| COc1ccc(OCC(=O)Nc2ccc(N3CCOCC3)cc2)cc1 | 4 | -1.7 | i | i | 7 | 4% | 6% | -1% |
| CCOc1ccc(Cl)cc1CNCCNCCO | -16 | -1.1 | i | i | u | 3% | -4% | -4% |
| Cc1ccc(-c2csc(NC(=O)CSc3nnc4c(n3)[nH]c3ccccc34)n2)cc1 | 2 | -3.3 | i | -34%[inhibitor] | -7 | 7% | -10% | -2% |
| C#CCOC(=O)CCC(=O)NCCc1ccccc1 | 4 | -2.0 | i | i | -3 | -1% | 3% | 1% |
| Cc1cn([C@H]2C[C@H](O)[C@@H](CCC(=O)NCC(c3ccccc3)c3ccccc3)O2)c(=O)[nH]c1=O | 9 | 0.2 | i | -15% | 3 | 12% | 2% | x |
| COc1ccccc1CN1CCN(Cc2nc(-c3ccc(C)cc3)oc2C)CC1 | -25 | -0.1 | i | -42%[inhibitor] | -17 | -3% | 1% | 2% |
| O=C(Nc1ccc(F)c(Cl)c1)C1Cc2c(-c3ccc4c(c3)OCO4)ccnc2O1 (stereo not drawn) | 9 | 0.8 | i | -44%[inhibitor] | 26 | 13% | 5% | x |
| CCCC(=O)Nc1cc(-c2nnc(OC)c3ccccc23)ccc1N1CCOCC1 | -4 | -4.5 | i | -14%[57.5 µM] | -13 | -5% | 11% | x |
| O=C(NCCC1=CCCCC1)c1cc(COc2c(F)cccc2F)on1 | -3 | -2.2 | i | -17% | -10 | -3% | 2% | -2% |
| CCc1ccc(/C(C)=N/NC(=O)c2ccccn2)cc1 | 1 | 1.3 | i | -18% | 10 | 0% | 0% | -7% |
| COC(=O)c1c(NC(=O)CC2SCC(C(=O)OC)NC2=O)sc2c1CCCC2 (stereo not drawn) | -4 | 2.0 | i | -20% | 16 | 3% | 21% | -1% |
| CC(C)(C)OC(=O)N1CCC(C(=O)Nc2cccc(C(=O)N3CCCC3)c2)CC1 | 10 | -2.0 | i | i | -13 | 7% | 2% | x |
| O=C(Cc1c[nH]c2ccccc12)N/N=C/c1cccc(F)c1 | 4 | 0.2 | i | -9% | 16 | -4% | -2% | -1% |
| CCOc1ccc(C(=O)NC(C(=O)NCc2ccccn2)C(C)C)cc1 (stereo not drawn) | 6 | 0.3 | i | i | 5 | 12% | 4% | 1% |
| O=C(COc1coc(CN2CCN(c3ccc(F)cc3)CC2)cc1=O)Nc1ccccc1 | -2 | 4.2 | i | i | 24 | 21% | 2% | 2% |
| N#CC(C(=O)O)=C1CCCC1 | -4 | 1.2 | i | i | -4 | 9% | -5% | 1% |
| O=C(NCC1CCCCC1)c1cccc(S(=O)(=O)NCc2cccnc2)c1 | -3 | -1.3 | i | i | 2 | 21% | -1% | -1% |
| COC(=O)c1c(NC(=O)c2ccco2)sc(C(=O)N(C)C)c1C | -4 | 1.5 | i | -3%[57.5 µM] | 2 | 14% | -3% | -1% |
| Brc1ccc(NCc2cccc3ccccc23)nc1 | -5 | -1.9 | x | -17% | -16 | -7% | 15% | 0% |
| Cc1cc(=O)n2[nH]c(-c3ccsc3-n3c(C)ccc3C)cc2n1 | 3 | 2.8 | i | -6% | -11 | -14% | 0% | -5% |
| Cc1ccccc1NS(=O)(=O)c1ccc(C(=O)NCC2(N3CCOCC3)CCCCC2)cc1 | 0 | -7.7 | i | -8% | 4 | -6% | 8% | x |
| Cc1cccc(NC(=O)Cc2ccc(F)cc2)c1 | 3 | 1.4 | i | -25% | 18 | -6% | 2% | 2% |
| CCN(c1ccccc1)S(=O)(=O)c1ccc(C(=O)Nc2cccc(C)n2)cc1 | 0 | 1.8 | i | -53%[inhibitor] | 7 | -4% | 18% | 3% |
| Clc1ccc(-n2nnc(-c3cccnc3)n2)cc1Cl | 13 | 1.0 | i | i | 14 | 3% | -6% | x |
| Cc1ccc(C(=O)N2CCN(c3ccc(N4CCOCC4)nn3)CC2)cc1C | -8 | -0.1 | i | -16% | -5 | -6% | 6% | 0% |

Further records follow:
| Structure | D3 ag | CCT chaperon mod | pAkt inh | PTHR1 ag | D3 antag | EPAC2 antagonist | EPAC2 ag | Mm-Cpn inhibitor |
| --- | --- | --- | --- | --- | --- | --- | --- | --- |
| O=C(O)c1cc([N+](=O)[O-])ccc1N1CCCCC1 | -13 | -3.8 | i | i | 0 | -13% | 9% | 2% |
| CCOC(=O)C1[C@H]2C(=O)N(CCCOC)C[C@]23C=C[C@H]1O3 (stereo partly drawn) | 12 | 0.9 | x | -20%[57.5 µM] | 17 | 10% | 0% | -2% |
| Clc1ccc(-c2nnc3sc(-c4ccc(Br)o4)nn23)c(Cl)c1 | 2 | -3.4 | i | i | 0 | 4% | 7% | u |
| Cc1cccc(C)c1-n1nnnc1C(c1ccnc2ccccc12)N1CCN(c2ccccc2F)CC1 (stereo not drawn) | -9 | 1.0 | i | 6% | -28 | 3% | 9% | x |
| CC(C)(C)OC(=O)N[C@@H](Cc1ccccc1)C(=O)N1CCC(C(=O)N[C@@H](Cc2c[nH]c3ccccc23)C(=O)O)CC1 | 1 | -0.8 | i | -25% | 11 | 4% | 0% | 0% |
| CCOc1ccccc1/C=N/NC(=O)CSc1n[nH]c(=O)[nH]c1=O | 3 | -1.9 | i | i | -1 | 0% | 4% | -4% |
| Cc1occc1C(=O)Nc1ccccc1C#N | 2 | -0.7 | i | u | 17 | 3% | 3% | -1% |
| COc1cc(/C=C2\SC(=S)N(C(C(=O)O)c3ccccc3)C2=O)ccc1O (stereo not drawn) | -2 | -1.4 | i | -10% | u | u | -5% | -25% |
| Cc1ccc(F)c(S(=O)(=O)NC(=O)C2(C)CCN2C(=O)CCC2CCCC2)c1 (stereo not drawn) | 1 | -0.4 | i | i | 2 | 13% | -2% | x |
| CN1C(=O)c2ccccc2NC(=O)[C@]12O[C@@H]2c1cccc(O)c1 | 0 | 1.9 | i | -8% | 9 | -10% | -8% | 0% |
| COc1ccc(S(=O)(=O)CCC(=O)NCc2ccc(C)o2)cc1 | -8 | 0.7 | i | -17% | -13 | 7% | 14% | 0% |
| O=C(O)CCCNS(=O)(=O)c1ccc(F)cc1 | 1 | -0.4 | i | i | -6 | 5% | 4% | -1% |
| CC[C@H](C)[C@H](NC(=O)OCc1ccccc1)C(=O)Nc1ccc(NC(C)=O)cc1 | -7 | 1.2 | i | -11% | 8 | 1% | -5% | 1% |
| CCn1c(COc2ccccc2OC)nnc1SCC#N | 8 | -3.6 | i | i | 4 | 5% | 0% | -2% |
| N#Cc1ccccc1S(=O)(=O)N1CCN(C(=O)CN2CCCSc3ccccc32)CC1 | 2 | -1.0 | i | i | -18 | 3% | 0% | 2% |
| CN1CCN(c2ccc(S(=O)(=O)N3CCOCC3)cc2NC(=O)CCc2ccccc2)CC1 | 0 | -4.8 | i | i | 2 | 1% | 6% | 1% |
| COc1ccc(Cn2c(=O)[nH]c3cc(C(=O)NCCc4ccc(S(N)(=O)=O)cc4)ccc3c2=O)cc1 | -2 | -0.8 | i | i | -6 | 7% | 9% | -1% |
| COc1ccc(Nc2cc(Cl)nc(N)n2)cc1OC | 4 | 0.7 | i | i | 8 | 4% | -3% | -10% |
| COc1ccc(Cl)cc1NC(=O)CN(C)C(=O)CCCNC(=O)c1ccc(Cl)cc1 | 0 | -2.4 | i | -6% | -7 | 10% | 2% | -2% |
| COc1ccc(/C(C)=C2\SC(=S)N(CCC(=O)O)C2=O)cc1 | -9 | 0.3 | i | -2%[57.5 µM] | -20 | 2% | -2% | 1% |
| Clc1cccc(Cc2ccc(Cl)nn2)c1 | 0 | 0.5 | i | i | -8 | -19% | 8% | -1% |
| CC(=O)Nc1ccc(NC(=O)CSc2nnc(-c3cccnc3)o2)cc1 | 0 | -1.2 | i | -3% | 24 | 7% | 2% | 3% |
| CCN(CC)c1ccc(C(=O)N2CCN(Cc3ccccc3)CC2)cc1 | -9 | -1.9 | i | -21% | u | -17%[57.1 µM] | 14% | 1% |
| O=C(NC1(C(=O)O)CCCC1)C(Cl)Cl | 0 | 0.2 | i | i | 0 | 6% | 4% | x |
| CCOC(CNC(=O)CCc1c(C)nc2nc(C)nn2c1C)OCC | -2 | -17 | i | i | 5 | -3% | 4% | -4% |
| CCOc1ccccc1NC(=O)C(NCCN(C)C)c1ccccc1 (stereo not drawn) | -1 | 0.5 | i | i | 0 | 1% | 12% | -1% |
| CCN(C(=O)Cc1ccc(Br)cc1)C1CCCCC1 | 1 | -4.2 | i | -33%[inhibitor] | -1 | 4% | 7% | x |
| CC(COS(N)(=O)=O)Cc1ccc(C(F)(F)F)cc1 (stereo not drawn) | -27 | 1.0 | i | -26% | -14 | 2% | -1% | -1% |
| Nc1c(C(=O)NCC2CCCO2)sc2nc3c(c(-c4ccco4)c12)CC/C3=C\c1ccco1 (stereo not drawn) | -4 | -1.1 | i | -16% | -4 | -2% | -11% | -1% |
| CSc1ccccc1NC(=O)CN(Cc1ccc(Cl)cc1)S(C)(=O)=O | -1 | 0.8 | i | i | 5 | -10% | 1% | -2% |

Filtered by structure, the compounds so far with a tert-butyl group.
| Structure | D3 ag | CCT chaperon mod | pAkt inh | PTHR1 ag | D3 antag | EPAC2 antagonist | EPAC2 ag | Mm-Cpn inhibitor |
| --- | --- | --- | --- | --- | --- | --- | --- | --- |
| CC(C)(C)OC(=O)N1CCC(C(=O)Nc2cccc(C(=O)N3CCCC3)c2)CC1 | 10 | -2.0 | i | i | -13 | 7% | 2% | x |
| CC(C)(C)OC(=O)N[C@@H](Cc1ccccc1)C(=O)N1CCC(C(=O)N[C@@H](Cc2c[nH]c3ccccc23)C(=O)O)CC1 | 1 | -0.8 | i | -25% | 11 | 4% | 0% | 0% |
